Luc counter – Counterscreen for Luciferase (Kinase-Glo TM) Inhibition | Luciferin 4-monooxygenase (Photuris pensylvanica), Q27757 | Kinase-Glo luciferase, ATP luminescence, 8 min | Potency, µM (top dose mostly 38.3 µM), for the others: at the highest dose activity change, negative = inhibition, usual class: inhibitors | 200,000 tested, 0.28% active; note: potency is the fitted concentration of half-maximal effect; % is set by controls: 0 for no effect and ±100 for the full control effect; nearly all actives have a fitted effect of over 60% in size
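Substrate mix (final 50 mM imidazole pH 7.2, 50 mM KCl, 7 mM MgCl2, 10 uM ATP, 0.01% Tween 20, 0.05% BSA) plus pin-tool compound, then Kinase-Glo detection mix; 8 min ambient, luminescence read.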
HTT aggregate – qHTS Multiplex Assay to Identify Dual Action Probes in a Cell Model of Huntington: Aggregate Formation (GFP) | AID 1688, 2009 | PC12 HttQ103-GFP aggregates, Acumen cytometry, 40 h | Potency, µM (top dose mostly 46.1 µM), inactives show top-dose activity change, negative = inhibition, most hits filed as inhibitors | 220,000 tested, 1.1% active; note: potency is the fitted concentration of half-maximal effect; % is set by controls: 0 for no effect and ±100 for the full control effect; nearly all actives have a fitted effect of over 60% in size
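Quantitative HTS on tebufenozide-induced (100 nM) PC12 cells stably expressing polyQ103 Huntingtin exon 1–GFP. Reduction of bright GFP aggregates, detected by laser scanning cytometry after lysis, identified actives across the titration.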
Lamin A splicing – qHTS Assay for Modulators of Lamin A Splicing. Potency, µM (highest dose often 46.1 µM), for inactives: at the highest dose ratio change, negative = inhibition, most hits filed as inhibitors. HeLa LMNA splicing GFP/RFP minigene ratio, 48 h. 200,000 tested, 0.01% active. AID 1487, 2009; active = well fitted inhibition curve with a large enough effect in the signal ratio, with a control signal flat, not every such curve was filed as active; inconclusive = small, poorly fitted or top-dose-only effect, or effect the other way, or a change in a side signal; the % refers to the signal ratio; note: potency is the fitted concentration of half-maximal effect; % is set by controls: 0 for no effect and ±100 for the full control effect
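S3 HeLa stable clones carrying a lamin A-EGFP splicing minigene plus DsRed2 were seeded at 600 cells/well in Opti-MEM with 2% FBS, pin-dosed and incubated 48 h at 37°C. Acumen cytometry (488 nm) gave the GFP/RFP total-intensity ratio.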
IMPase Li cell – qHTS Assay for Identifying the Cell-Membrane Permeable IMPase Inhibitors: Potentiation with Lithium; CHO-M1 cells, IP1 TR-FRET (IP-One), carbachol + lithium; Potency, µM (series often up to 59.4 µM), inactives show at the highest dose activity, negative = IMPase inhibition, hits mostly inhibitors; 210,000 tested, 0.35% active; AID 1457, 2008;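 note: IP1 builds up when IMPase is blocked and the TR-FRET signal falls; potency is the fitted concentration of half-maximal effect; plate controls were basal vehicle for no effect and high inhibitor control for full effect; nearly all actives have a fitted effect of over 50% in size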
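Lithium-sensitised IP1 accumulation assay; M1-expressing CHO cells treated 30 min at 37C with compound. Competitive antibody detection by time-resolved FRET followed a 10 min room-temperature lysis step.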
SMN2 splice up – qHTS Assay for Enhancers of SMN2 Splice Variant Expression | 210,000 tested, 2.8% active | HEK293 SMN2-luciferase splicing reporter, luminescence, 30-36 h | Potency, µM (titrated, usually from 46.1 µM), for the others: at the top dose activity change, positive = activation, usual class: activators; note: potency is the fitted concentration of half-maximal effect; % of control where 0% means no effect; nearly all actives have a fitted effect of over 55% in size
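qHTS luciferase splicing reporter: luminescence rises when SMN2 exon 7 is included in transfected HEK293 cells. Compound exposure lasted 30-36 h at 37C, with 4.5 mM final sodium butyrate as control, followed by a ONE-Glo read.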
HTT ATP protect – qHTS Multiplex Assay to Identify Dual Action Probes in a Cell Model of Huntington: Cytoprotection (ATP); PC12 HTT-Q103 induced, cytoprotection, ATP luminescence, 40 h; Potency, µM (doses to about 56.4 µM), inactives show cytoprotection (ATP increase), most hits filed as activators; 230,000 tested, 0.14% active; AID 1471, 2008;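 note: potency is the fitted concentration of half-maximal effect; % of control where 0% means no effect; nearly all actives have a fitted effect of over 45% in size; toxic huntingtin expression switched on by the ecdysone agonist tebufenozide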
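Compounds added alongside 100 nM tebufenozide, which induces toxic Q103 huntingtin exon 1-GFP in stable PC12 cells; surviving cells quantified by luminescent ATP measurement. Medium: phenol red-free DMEM, 5% equine and 5% calf serum.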
CBFb-RUNX1 inh – qHTS Assay for Compounds Blocking the Interaction Between CBF-beta and RUNX1 for the Treatment of Acute Myeloid Leukemia; Runt-related transcription factor 1 (Homo sapiens) + Core-binding factor subunit beta …; AlphaScreen CBFb-His/RUNX1-biotin binding, biochemical; Potency, µM (top dose mostly 59.8 µM), inactives show at the highest dose activity, negative = inhibition, most hits filed as inhibitors; 230,000 tested, under 10 active; note: % of control where 0% means no effect
Target sequence (Q01196 whole entry, looked up): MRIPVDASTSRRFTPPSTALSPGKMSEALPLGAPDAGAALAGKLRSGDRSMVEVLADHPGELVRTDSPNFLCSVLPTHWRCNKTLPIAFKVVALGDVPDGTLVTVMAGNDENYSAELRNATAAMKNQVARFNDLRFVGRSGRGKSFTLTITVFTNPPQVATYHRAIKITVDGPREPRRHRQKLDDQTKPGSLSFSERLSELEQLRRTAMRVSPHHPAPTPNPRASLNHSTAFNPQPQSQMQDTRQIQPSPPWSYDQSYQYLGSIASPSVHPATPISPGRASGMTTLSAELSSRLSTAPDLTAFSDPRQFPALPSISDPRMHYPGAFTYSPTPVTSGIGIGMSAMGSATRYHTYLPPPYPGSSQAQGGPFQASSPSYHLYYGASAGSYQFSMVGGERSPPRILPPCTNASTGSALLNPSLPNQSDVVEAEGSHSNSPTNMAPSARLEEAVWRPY
Target sequence (Q13951 whole entry, looked up): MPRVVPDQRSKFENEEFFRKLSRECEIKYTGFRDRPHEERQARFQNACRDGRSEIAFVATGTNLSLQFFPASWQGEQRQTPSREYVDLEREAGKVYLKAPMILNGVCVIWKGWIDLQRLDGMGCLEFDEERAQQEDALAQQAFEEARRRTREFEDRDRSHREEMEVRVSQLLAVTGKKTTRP
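CBFb-His/RUNX1-biotin, 30 nM each, preincubated 20 min RT; compound 15 min RT; Ni + streptavidin beads 50 ng each, 90 min RT; AlphaScreen read.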
Active calls of the source: *; [ ] = another dose, or the depositor's remark. Unless noted, calls come from the whole dose curve; as a rule, active = well fitted curve in the direction sought with a large enough effect; inconclusive = small, poorly fitted or top-dose-only effect, or another doubt; inactive = no such curve, though single readings can be large; an effect the other way counts as inactive or inconclusive.

CC(=O)OC1c2ccccc2C(=O)N1Cc1ccccc1Cl (stereo not given) was read as Luc counter 3%, HTT aggregate -15%, Lamin A splicing -7%, IMPase Li cell 23%[38.3 µM], SMN2 splice up -16%, HTT ATP protect -4% and CBFb-RUNX1 inh 4%.
Cc1ccc(CNC(=O)Cc2ccc(-c3ccccc3)cc2)cc1 was read as Luc counter -3%, HTT aggregate 11%, Lamin A splicing inconclusive, IMPase Li cell -2%[38.3 µM], SMN2 splice up 14%, HTT ATP protect -93%[inhibitor] and CBFb-RUNX1 inh -1%.
Screening COc1ccc(O)c(C(=O)c2cnc3onc(C(C)C)c3c2)c1 returned Luc counter 5%, HTT aggregate 8%, Lamin A splicing 2%, IMPase Li cell -11%[38.3 µM], SMN2 splice up -1%, HTT ATP protect -5% and CBFb-RUNX1 inh -4%.
For O=C(c1cccnc1)N1CCN(c2ccc(Cl)cc2)CC1 the results were Luc counter -1%, HTT aggregate 4%, Lamin A splicing inconclusive, IMPase Li cell 4%, SMN2 splice up 0% and CBFb-RUNX1 inh -2%.
Screening CCOC(=O)c1c(C)oc2ccc(OC(=O)c3cccs3)cc12 returned Luc counter 5%, HTT aggregate 6%, Lamin A splicing 0%, IMPase Li cell 4%, SMN2 splice up -11% and CBFb-RUNX1 inh inconclusive.
Screening COC(=O)c1ccc(N2CCN(S(=O)(=O)c3ccccc3)CC2)c([N+](=O)[O-])c1 returned Luc counter 2%, HTT aggregate -8%, Lamin A splicing 5%, IMPase Li cell 4%, SMN2 splice up -28%, HTT ATP protect inconclusive and CBFb-RUNX1 inh -22%.
For O=C(CSc1nnc(CNC(=O)c2c(F)cccc2Cl)o1)NCc1ccc2c(c1)OCO2 the results were Luc counter -2%, HTT aggregate 2%, Lamin A splicing inconclusive, IMPase Li cell -4%[38.3 µM], SMN2 splice up 12%, HTT ATP protect -8% and CBFb-RUNX1 inh 14%.
Cc1cc(C)c(C(=O)CN2C(=O)NC3(CCCCC3)C2=O)cc1C was read as Luc counter 1%, HTT aggregate 18%, Lamin A splicing -2%[46 µM], IMPase Li cell -3%, SMN2 splice up 22%, HTT ATP protect -74% and CBFb-RUNX1 inh 3%.
`Cc1nc2ncnn2c(C)c1CCC(=O)Nc1ccc(S(=O)(=O)N2CCCCCC2)cc1` gave Luc counter -4%, HTT aggregate -12%, Lamin A splicing -4%, IMPase Li cell 23%[38.3 µM], SMN2 splice up -31%[inhibitor], HTT ATP protect -4% and CBFb-RUNX1 inh 11%.
For Cc1ccc(S(=O)(=O)N(CC(=O)N2CCN(c3ccc(F)cc3)CC2)C2CCCCC2)cc1 the results were Luc counter -2%, HTT aggregate -10%, Lamin A splicing 5%, IMPase Li cell 7%[38.3 µM], SMN2 splice up -18%, HTT ATP protect -31% and CBFb-RUNX1 inh -6%.
CC(O)CNCCNCc1cccs1 (stereo not given) was read as Luc counter -1%, HTT aggregate 13%, IMPase Li cell -4%, SMN2 splice up 9% and CBFb-RUNX1 inh 6%.
For COc1ccc(NC(=O)CC(NCc2ccccn2)C(=O)O)cc1 (stereo not given) the results were Luc counter 2%, HTT aggregate -6%[9.22 µM], Lamin A splicing -3%[46 µM], IMPase Li cell -7%, SMN2 splice up -4% and HTT ATP protect 23%[10 µM].
Screening COC(=O)C1CCN(C(=O)c2cc(OC)c(OC)c(OC)c2)CC1 returned Luc counter -3%, HTT aggregate -10%, Lamin A splicing -3%, IMPase Li cell -2%[38.3 µM], SMN2 splice up 18%, HTT ATP protect 20%[10 µM] and CBFb-RUNX1 inh 1%.
O=C(c1cc(=O)[nH]c2ccccc12)N1CCN(c2ccc([N+](=O)[O-])cc2)CC1 was read as HTT aggregate 22%[9.22 µM], HTT ATP protect 6%[10 µM] and CBFb-RUNX1 inh -6%.
For COc1ccccc1CCn1c(=O)c(-c2cccc(Cl)c2)nc2cncnc21 the results were Lamin A splicing inconclusive, IMPase Li cell 18% and HTT ATP protect -306%[inhibitor].

Overlap with the part before: three compounds, followed by the next part.
Screening COC(=O)C1CCN(C(=O)c2cc(OC)c(OC)c(OC)c2)CC1 returned Luc counter -3%, HTT aggregate -10%, Lamin A splicing -3%, IMPase Li cell -2%[38.3 µM], SMN2 splice up 18%, HTT ATP protect 20%[10 µM] and CBFb-RUNX1 inh 1%.
O=C(c1cc(=O)[nH]c2ccccc12)N1CCN(c2ccc([N+](=O)[O-])cc2)CC1 was read as HTT aggregate 22%[9.22 µM], HTT ATP protect 6%[10 µM] and CBFb-RUNX1 inh -6%.
For COc1ccccc1CCn1c(=O)c(-c2cccc(Cl)c2)nc2cncnc21 the results were Lamin A splicing inconclusive, IMPase Li cell 18% and HTT ATP protect -306%[inhibitor].
For CC1=C(C(=O)OCC(C)C)C(c2cccs2)NC(=S)N1 (stereo not given) the results were HTT aggregate -3%, Lamin A splicing -9%, HTT ATP protect -5%[10 µM] and CBFb-RUNX1 inh -4%.
`CC(C)C(NS(=O)(=O)c1cccs1)C(=O)NCCN1CCN(c2ccccc2)CC1` (stereo not given) gave Luc counter -1%, HTT aggregate 8%, Lamin A splicing 7%, IMPase Li cell -17%[38.3 µM], SMN2 splice up -11%, HTT ATP protect 0% and CBFb-RUNX1 inh 0%.
For CCOc1ccccc1N1C(=O)CC(Sc2n[nH]c(-c3ccccc3)n2)C1=O (stereo not given) the results were Luc counter 2%, HTT aggregate 0%, Lamin A splicing inconclusive, IMPase Li cell 10%, SMN2 splice up 0%, HTT ATP protect inconclusive and CBFb-RUNX1 inh -5%.
CCS(=O)(=O)N1Cc2ccccc2CC1C(=O)Nc1ccc(C)cc1 (stereo not given) was read as Luc counter -3%, HTT aggregate 9%, Lamin A splicing -6%, IMPase Li cell 29%[38.3 µM], SMN2 splice up 9%, HTT ATP protect -3% and CBFb-RUNX1 inh 3%.
Screening C/C=C(\C)C(=O)N1CC2(CC(c3cccc(NC(=O)COc4ccc(Cl)cc4)c3)=NO2)C[C@@H]1C(N)=O (stereo not given in full) returned HTT aggregate 6%[9.22 µM], HTT ATP protect 8%[10 µM] and CBFb-RUNX1 inh 24%.
Cc1cccc(-n2c(SCC(=O)NCc3ccc4c(c3)OCO4)nc3ccccc3c2=O)c1 was read as Luc counter -1%, HTT aggregate 3%, Lamin A splicing 1%, IMPase Li cell 11%, SMN2 splice up -9%, HTT ATP protect -46%[inhibitor][10 µM] and CBFb-RUNX1 inh 6%.
For CCN(CC)C(=O)/C(=C\c1cccc([N+](=O)[O-])c1)NC(=O)c1ccco1 the results were Luc counter -3%, HTT aggregate 10%, Lamin A splicing -6%, IMPase Li cell -2%, SMN2 splice up 13%, HTT ATP protect 1%[10 µM] and CBFb-RUNX1 inh -6%.
COc1cc(NC(=O)C2CC(=O)NC3=C2C(=O)CCC3)cc(OC)c1 (stereo not given) was read as Luc counter 3%, HTT aggregate 0%, Lamin A splicing -3%, IMPase Li cell -8%[38.3 µM], SMN2 splice up 7%, HTT ATP protect -16% and CBFb-RUNX1 inh -2%.
`CCCCCCOc1ccc(C(=O)O)cc1` gave HTT aggregate -11%[9.22 µM], HTT ATP protect 15%[10 µM] and CBFb-RUNX1 inh -10%.
For O=c1c(-c2cc(F)cc(F)c2)nc2cnc(Nc3ccccc3)nc2n1C[C@H]1CCCO1 the results were Lamin A splicing 20%, IMPase Li cell -30% and HTT ATP protect 7%.
COC(=O)C1=C(O)/C(=C\c2ccc(O)c(OC)c2)N=C1C was read as Luc counter -5%, HTT aggregate 1%, Lamin A splicing 5%, IMPase Li cell 71%[activator][38.3 µM], HTT ATP protect -17% and CBFb-RUNX1 inh -1%.
For CCC1=C2CC[C@H]3C(=O)N(CC(=O)OC)C(=O)[C@H]3[C@H]2[C@@]2(C)C(=O)N(CC3CC3)C(=O)N2C1=O the results were Luc counter -9%, IMPase Li cell 0%, SMN2 splice up 6%, HTT ATP protect -28% and CBFb-RUNX1 inh 8%.
`COc1ccc(-n2nc(C(=O)NCC(=O)N3CCN(c4ccccn4)CC3)c3ccccc3c2=O)cc1Cl` gave Luc counter 3%, HTT aggregate -9%, Lamin A splicing 26%[9.22 µM], IMPase Li cell 10%, SMN2 splice up inconclusive, HTT ATP protect -94%[inhibitor] and CBFb-RUNX1 inh -1%.
`Cc1ccc(N2CCN(C(=O)CCc3nc4ccccc4[nH]3)CC2)c(C)c1` gave Luc counter -3%, HTT aggregate -9%, Lamin A splicing -25%, IMPase Li cell 5%[38.3 µM], SMN2 splice up -21%, HTT ATP protect -18% and CBFb-RUNX1 inh -11%.
For COc1ccc(-c2cc3nc4c(c(=O)n3[nH]2)CCC4)cc1 the results were Luc counter -12%, HTT aggregate -7%, Lamin A splicing 2%, IMPase Li cell 22%[38.3 µM], SMN2 splice up 10µM*, HTT ATP protect -45%[inhibitor] and CBFb-RUNX1 inh 5%.
For O=C(/C=C/c1cccc([N+](=O)[O-])c1)NCCSCc1ccccc1Cl the results were Luc counter 0%, HTT aggregate 28%, Lamin A splicing inconclusive, IMPase Li cell 10%, SMN2 splice up -4%, HTT ATP protect -17%[10 µM] and CBFb-RUNX1 inh inconclusive.
`S=c1[nH]nc(CSCc2ccccc2Cl)n1C1CCCCC1` gave Luc counter -1%, HTT aggregate -19%, Lamin A splicing inconclusive, IMPase Li cell 9%, SMN2 splice up 19% and CBFb-RUNX1 inh -15%.
`CC1(C)NC(=O)N(CC(O)CN2CCCCC2)C1=O` (stereo not given) gave Luc counter -1%, HTT aggregate 33%, Lamin A splicing 14%, IMPase Li cell 21%[38.3 µM], SMN2 splice up -11%, HTT ATP protect 1%[1.9 µM] and CBFb-RUNX1 inh 5%.

The order is random; 4% or so of the library scored in one or more.
